From PubChem
Dynein cargo inh: dynein cargo transport inhibition | 3617.4 mouse cells, GR-EGFP nuclear translocation imaging; test concentration mostly 20 µM; stimulated with dexamethasone, 1 µM; hits give low values | z-score, hits read low | actives 0.47% (n = 220,000);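 active = plate z-score of nuclear minus cytoplasmic receptor signal below a set negative limit, without overly bright fluorescence or cell loss, cut at about -3.5 in these data, passing the limit was not always enough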;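 note: z-score of nuclear minus cytoplasmic ring GR-EGFP intensity difference per well; some compounds called inactive have numbers as strong as hits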
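Buffer or medium – tet-free medium with charcoal-stripped serum · Signal – automated 10x imaging of fixed Hoechst-stained cells · Also added – dexamethasone agonist, 1.0 µM final, for 30 min · Incubation – induction 48 h, compound 1 h, agonist 30 min · Read-out – GR-EGFP nuclear translocation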
Lipid droplet: modulators of hepatic lipid droplet formation. AML12 mouse hepatocytes, oleate lipid droplets, BODIPY imaging. inhibition, % at 6.5 µM. actives 0.4% (n = 240,000);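 active = lipid droplet intensity inhibited by at least 50%, with more than 500 cells counted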
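Material – AML12 mouse liver cells · Also added – oleate loading, 100 µM · Compound dosing – 6.5 µM single-point dosing · Times – overnight treatment with compound plus oleate · Measured by – fluorescence imaging, 20x objective, two fields per well · Read-out – percent inhibition of filter-corrected integrated lipid droplet intensity per well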
XIAP displacement: small molecules displacing peptide from XIAP – biochemical, IAP family, fluorescence polarization (AID 1018) | displacement, % at 20 µM, or IC50 in µM where a hit was titrated | actives 0.007% (n = 200,000) | XIAP BIR domain, fluorescence polarization peptide displacement; higher % means a stronger effect; in the data active = displacement above about 50%; note: a part of the inactive calls stands beside numbers as strong as those of hits
ER stress rescue: protection against thapsigargin-triggered cell killing – 384-well, CSM14.1, ATP luminescence, primary screen (AID 1222). CSM14.1 thapsigargin-induced death rescue, ATP luminescence; higher % means a stronger effect. cellular ATP content (survival), % at 20 µM; hits with a dose series show EC50 in µM. 190,000 tested, under 10 active;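 active = EC50 below 50 µM in the dose-response confirmation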;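 note: death triggered by thapsigargin at about 15 µM added after 2 h compound pretreatment; cell ATP read after overnight thapsigargin exposure of roughly 18 to 22 hours; normalized against plate controls of thapsigargin alone and 5% DMSO vehicle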
WT yeast gro inh: growth inhibition of WT yeast, mitochondrial fusion screen; actives 2.1% (n = 190,000); AID 1362; inhibition, % at 10 µM; mitochondrial fusion phenotypic screen, WT strain; in the data active = inhibition above about 58%; tested in S. cerevisiae
b-catenin transl: beta-catenin nuclear translocation modulation. HeLa beta-catenin nuclear translocation, immunofluorescence imaging. actives 0.3% (n = 190,000). AID 1665. nuclear translocation activity, % at 5 µM;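 active = nuclear translocation activity above 50% at 5 µM, with a well cell count of 50 or more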;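 note: per-cell ratio of nuclear to cytoplasmic median beta-catenin stain intensity; plate controls were DMSO negative control for no effect and GSK-3 inhibitor IX positive control for full effect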
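Test system: human HeLa cell line; Doses: 5 µM primary, 0.02–20 µM confirmation; Incubation: 24 h compound exposure, 37°C; Detection: beta-catenin immunofluorescence imaging with DAPI; Read-out: beta-catenin nuclear/cytoplasmic ratio, % activation.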
Autophagy HCS: alters autophagy in cells; calls only at 10 µM (by protocol); MEF GFP-LC3 puncta imaging; test concentration mostly 10 µM; actives 0.98% (n = 190,000);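 active = percentage of spot-positive cells more than 3 SD above its plate mean, without a fluorescence outlier flag or 80% toxicity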;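 note: spot-positive cell cutoff set from DMSO-treated cells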
MT stabilizer: microtubule stabilizers in HeLa cells | HeLa tubulin immunostaining HCS, 24 h; share of cells brighter than vehicle mean+2SD | actives 0.83% (n = 200,000) | % tubulin-high responders, % at 10 µM | AID 2205;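 active = plate Z-score above 3 for both tubulin-high and condensed-nucleus cell shares, with cell loss under 80%, at 10 µM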;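 note: anti alpha tubulin signal scored within the nucleus-defined area of each cell; some results filed as inactive read as strong as hits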
Ins promoter up: MIN6 insulin promoter up-regulation; MIN6 insulin promoter-GFP reporter, high-content imaging; hits give high values; z-score at 5 µM; actives 0.3% (n = 190,000); AID 1625;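 active = z-score above 3 at 5 µM with at least 500 cells counted in the well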
WT yeast gro inh mutant strain: also measured in WT yeast gro inh; calls as there; inhibition, %; mitochondrial fusion phenotypic screen, mutant strain inhibition
Dynein cargo inh cytoplasmic EGFP: second read-out of Dynein cargo inh, no call of its own (marks repeat the call); z-score; measured here: cytoplasmic GR-EGFP intensity; hits give high values
Dynein cargo inh nuclear GR-EGFP: recorded beside Dynein cargo inh, whose call it bears; z-score; measured here: nuclear GR-EGFP intensity;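 lower value marks the stronger effect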
Dynein cargo inh cell count: second read-out of Dynein cargo inh, no call of its own (marks repeat the call); z-score; measured here: cell count per field
Ins promoter up cell count: recorded beside Ins promoter up, whose call it bears; cell count; measured here: cytotoxicity, nuclei count;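 total cells summed across four imaged fields per well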
Lipid droplet cells 6.5 µM: also measured in Lipid droplet; calls as there; cell count; measured here: cell count, cytotoxicity flag;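 cells counted across two imaged fields per well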
b-catenin transl cell count 5 µM: further read-out of b-catenin transl, marked with its call; cell count; measured here: cell count, cytotoxicity flag
MT stabilizer Hoechst-high %: also measured in MT stabilizer; calls as there; % Hoechst-high responders; measured here: nuclear condensation Hoechst responders;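 share of cells brighter than vehicle mean plus two SD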
MT stabilizer cytotoxicity %: recorded beside MT stabilizer, whose call it bears; toxicity, %; measured here: cytotoxicity by cell density;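 0% = mean cell density of plate MIN control wells and 100% = no cells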
Autophagy HCS cell loss 18 h: recorded beside Autophagy HCS, whose call it bears; toxicity, %; measured here: cell loss, nuclei count;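 cell loss after 18 h compound exposure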
* marks the source's active call; other numbers are inactive results; i = inactive; . = not tested or not shown; + = active, no number.

SMILES	Dynein cargo inh	Dynein cargo inh cytoplasmic EGFP	Dynein cargo inh nuclear GR-EGFP	Dynein cargo inh cell count	Lipid droplet	Lipid droplet cells 6.5 µM	XIAP displacement	ER stress rescue	WT yeast gro inh	WT yeast gro inh mutant strain	b-catenin transl	b-catenin transl cell count 5 µM	Autophagy HCS	Autophagy HCS cell loss 18 h	MT stabilizer	MT stabilizer Hoechst-high %	MT stabilizer cytotoxicity %	Ins promoter up	Ins promoter up cell count
COc1ccc(C(=O)NCc2nnc(SCC(=O)Nc3cccc(C(F)(F)F)c3)o2)cc1OC	-0.27	-0.066	0.18	0.009	4	803	-5.7%	-0.4%	-3	6	.	.	i	0	1.1	1.1	6.5	1.6	979
COc1ccc(OC(C)C(=O)Nc2ccccc2C(F)(F)F)cc1 (stereo not drawn)	0.14	-0.23	0.15	0.28	-52	555	-2.8%	-0.1%	-6	0	35	99	i	-1	15	13	23	0.02	1338
COCCn1nnnc1C(c1ccc(Cl)cc1)N1CCSCC1 (stereo not drawn)	-0.091	-0.31	0.41	-0.057	.	.	-3.7%	-0.2%	-7	2	-1.3	921	i	13	5.3	3.2	8.4	1.7	1205
Cc1cc(C)n2nc(C(=O)Nc3nccs3)nc2n1	-0.33	-0.23	0.43	0.95	-16	640	-5.3%	-2.0%	-2	2	0.1	1085	i	2	2.0	1.3	7.9	.	.
CS/C(=N\S(=O)(=O)c1cccs1)NC(=O)CSc1nc2ccccc2s1	0.15	-0.076	0.068	-0.24	.	.	-8.5%	1.8%	-6	-7	0.9	1102	i	6	1.5	1.4	1.3	-0.08	944
COC(=O)c1ccc(Cl)c(NC(=O)CN2CCN(Cc3ccccc3)CC2)c1	0.0097	-0.27	-0.045	1.4	-4	737	-6.2%	-0.5%	-14	3	.	.	i	2	2.6	0.3	22	-0.32	1328
O=C(CN1CCCCC1)Nc1ccc(NC(=O)c2ccccc2Cl)cc1Cl	0.016	-0.3	-0.34	0.52	30	775	-34%	1.3%	-6	-5	8.3	549	i	-4	1.9	3.7	8.7	0.59	1358
O=C(CCCC(=O)OCC(F)(F)C(F)F)Nc1nccs1	1.5	-0.0017	0.64	-1.1	14	708	-0.1%	1.7%	0	1	-2.9	1156	i	4	4.2	2.1	17	.	.
O=C(NCc1cccs1)C1CCCN1C(=O)NC1CCCCC1 (stereo not drawn)	-0.75	-0.18	-0.12	-0.0098	.	.	-2.1%	0.4%	-9	-12	-4.4	964	i	1	4.1	3.1	6.6	0.53	1323
O=C1/C(=C/c2ccc(N3CCOCC3)o2)SC(=Nc2ccccc2)N1CCc1c[nH]c2ccccc12	-7	4.2	-1.8	0.9	.	.	-3.9%	-1.1%	57	53	-0.3	1339	+	10*	6.0	2.0	5.0	.	.
CC(=O)Nc1ccc(S(=O)(=O)N[C@H](C(=O)O)C(C)C)cc1	-0.85	-0.19	-0.41	1.1	.	.	-2.3%	1.2%	1	-11	-2.8	761	i	-10	1.2	1.6	5.5	0.19	1227
COc1cc(C(=O)N2CCN(C(=O)CC(C)C)CC2)cc(OC)c1OC	-0.88	-0.28	-0.15	0.42	-2	663	-3.5%	-2.9%	0	-21	-0.5	1117	i	1	3.3	2.1	8.4	-0.27	1981
C=CCn1c(SCC(=O)NC2CCCCC2)nnc1C1CCCCC1	0.36	0.13	-0.36	-0.88	.	.	0.4%	0.3%	1	-18	1.1	1353	i	0	3.7	1.7	1.0	-0.09	1546
CN(C)C(=O)NC(Nc1cccc([N+](=O)[O-])c1)C(Cl)(Cl)Cl (stereo not drawn)	-0.41	-0.15	-0.14	0.11	-3	720	-1.5%	0.6%	8	5	1.2	1069	i	0	2.2	2.3	7.8	-0.98	1075
CCOc1ccc(CCNC(=O)c2ccc(N3CCCC3=O)cc2)cc1OCC	-0.098	-0.24	0.18	1.4	32	776	-2.5%	-1.2%	-1	21	-3.7	1213	i	24	3.1	1.3	8.8	0.33	1339
C=CCn1cc(C(=O)NCCCOC)c(=O)c2cc(S(=O)(=O)N(CC)CC)ccc21	-0.15	-0.19	0.064	0.13	.	.	0.0%	-0.9%	-3	10	-3.2	948	i	2	2.4	1.0	4.2	-0.34	1242
Cc1cc(CNC(=O)COc2ccc(C)c(C)c2)c2ccccc2n1	-0.96	-0.38	-0.46	1.6	-2	775	-1.7%	-2.0%	-2	0	-0.4	1095	i	18	4.0	2.5	9.9	-0.18	1163
COc1ccc(CNC(=O)c2cc(C)nn2-c2ccccc2)cc1	-0.1	-0.22	-0.077	0.24	-27	711	.	.	.	.	-0.5	1333	.	.	.	.	.	1.4	986
c1cnc2c(c1)ncc1cscc12	-0.021	-0.18	0.37	-0.76	10	647	-5.6%	-0.8%	7	0	-1.4	948	i	5	1.8	2.6	2.4	0.34	1333
CCOC(=O)CC(=O)CSC1=C(C#N)C(c2ccccc2OC)CC(=O)N1 (stereo not drawn)	0.31	-0.048	0.51	-0.14	1	790	-19%	0.7%	-2	7	-4.5	1197	i	7	4.3	2.7	6.9	-0.17	927
COc1ccccc1-n1c(C)nnc1SCC(N)=O	-0.18	-0.2	-0.72	-0.11	-7	685	-2.6%	.	-4	-4	0.1	1040	i	8	1.8	1.5	8.2	-0.21	1289
COCCCn1c(=N)c(C(=O)NCC2CCCO2)cc2c(=O)n3ccccc3nc21 (stereo not drawn)	-0.24	-0.2	0.19	0.011	.	.	-5.7%	-0.8%	10	-22	-1.3	1110	.	.	1.6	2.3	1.1	.	.
CCCS(=O)(=O)N1CCN(c2ccccn2)CC1	-0.82	-0.19	-0.27	0.79	.	.	-1.1%	-1.2%	-11	-16	.	.	i	29	2.1	1.3	6.0	0.13	1049
CC(=O)/C(N=Nc1ccc(OC(F)(F)F)cc1)=C(\C)O	-0.5	-0.24	0.091	0.93	3	724	.	.	.	.	-1.0	1316	.	.	.	.	.	-0.21	974
COc1ccc(C(C)=O)cc1CSc1nc(C)cc(C)n1	0.1	-0.24	-0.066	0.16	-1	667	4.8%	3.5%	-13	-3	2.4	878	i	-4	1.8	3.1	0.7	-0.11	1556
N#CC1=C(N)Oc2n[nH]c(CSc3ccccc3)c2C12C(=O)Nc1ccccc12 (stereo not drawn)	0.15	-0.23	0.15	-0.066	-19	757	-6.3%	-1.5%	2	11	-0.3	1041	i	2	1.8	1.1	3.0	0.52	1313
COCC(=O)N(Cc1cc2ccc(C)c(C)c2n2nnnc12)C1CCCC1	0.43	-0.12	1.1	-0.91	4	764	-8.4%	-0.3%	7	11	-2.1	1065	i	-4	1.3	1.5	6.5	-0.24	1165
CC(N=C1NC(C)(C)Cc2ccccc21)C(=O)O (stereo not drawn)	0.17	-0.31	0.018	0.53	16	719	-1.2%	-1.5%	6	6	0.1	1055	i	14	4.7	1.5	3.8	0.96	1439
COc1ccc(NC(=O)c2nc3nccc(C)n3n2)cn1	-0.16	-0.049	-0.072	0.34	-13	770	1.4%	-3.8%	-5	0	11	981	i	-2	2.6	1.9	8.7	.	.
CCn1c(-c2ccc(C)cc2)nn(CC(=O)NCCc2ccccc2)c1=S	-0.36	-0.28	-0.14	0.41	-17	623	0.6%	-1.3%	-3	-8	-5.5	515	i	-6	4.2	4.2	0.7	-0.24	1367
CC(C)N(CCNC(=O)c1cn(C)c2ccc(S(=O)(=O)N(C)C)cc2c1=O)Cc1ccccc1	-0.77	-0.048	-0.26	0.52	.	.	-4.4%	0.3%	-2	1	.	.	i	3	1.7	4.7	5.0	0.69	966
COc1cc(-c2nnc(COc3ccc4ccccc4c3)o2)cc(OC)c1OC	-0.83	-0.2	-0.36	0.75	.	.	-3.7%	0.3%	32	5	-0.7	1284	i	0	1.6	1.4	1.9	-0.29	1631
O=C(Nc1cccnc1)c1ccccc1NS(=O)(=O)c1ccc(F)cc1	-0.013	-0.34	0.22	0.42	5	675	-9.0%	-2.3%	-16	0	-2.5	1097	i	-1	6.8	2.7	8.8	-0.03	1175
CC(=O)OCCNC(=O)c1cc2ccccc2oc1=O	1.6	-0.11	0.68	-1.6	-4	744	-1.2%	-2.5%	11	-11	0.4	1039	i	1	4.2	1.8	0.9	-0.24	1405
CC(=O)Oc1ccc(-c2cccc(C(=O)OCC(=O)N(C)c3ccccc3)c2)cc1	0.81	-0.083	0.73	-0.94	4	645	-4.1%	0.2%	14	-2	-0.4	1138	i	12	3.5	0.9	9.7	-0.03	1580

Profiles, looked up by structure. Order of values: Dynein cargo inh	Dynein cargo inh cytoplasmic EGFP	Dynein cargo inh nuclear GR-EGFP	Dynein cargo inh cell count	Lipid droplet	Lipid droplet cells 6.5 µM	XIAP displacement	ER stress rescue	WT yeast gro inh	WT yeast gro inh mutant strain	b-catenin transl	b-catenin transl cell count 5 µM	Autophagy HCS	Autophagy HCS cell loss 18 h	MT stabilizer	MT stabilizer Hoechst-high %	MT stabilizer cytotoxicity %	Ins promoter up	Ins promoter up cell count
Shown for CCn1c(-c2ccc(C)cc2)nn(CC(=O)NCCc2ccccc2)c1=S = -0.36	-0.28	-0.14	0.41	-17	623	0.6%	-1.3%	-3	-8	-5.5	515	i	-6	4.2	4.2	0.7	-0.24	1367
Shown for COCC(=O)N(Cc1cc2ccc(C)c(C)c2n2nnnc12)C1CCCC1 = 0.43	-0.12	1.1	-0.91	4	764	-8.4%	-0.3%	7	11	-2.1	1065	i	-4	1.3	1.5	6.5	-0.24	1165
